Bioassay records as filed in PubChem.
Runt-SMMHC FRET – inhibitors of RUNX1 Runt–CBFb-SMMHC binding, primary screen, biochemical, FRET, Cerulean-Runt, Venus-CBFb-SMMHC, uHTS | hit rate 0.74% among 220,000 | Cerulean-Runt/Venus-CBFb-SMMHC FRET ratio 530/480, 1 h | inhibition, % at 20 µM | AID 1434, 2008;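 active means mean inhibition across duplicate retests at 20 µM reaching about 50%, limit read from the data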;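 further: 0% = DMSO wells and 100% = wells with excess untagged CBFb-SMMHC; inhibitors lower the FRET ratio by blocking Runt binding to CBFb-SMMHC; some results filed as inactive read as strong as hits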
TRPML3 ag – human TRPML3 channel agonists, primary screen, cell-based, HEK293 TRPML3-YFP, Fluo-8 calcium fluorescence, 3 µM | Mucolipin-3 (Homo sapiens), Q8TDD5 | 100% = the carbachol control signal | activation, % at 3 µM | hit rate 0.29% among 220,000;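 active means activation above its plate's cutoff, the mean activation of the plate's test wells plus 3 SD, cut at about 12% in these data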;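 further: 0% = DMSO only wells and 100% = carbachol wells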
Target sequence (Q8TDD5 whole entry, looked up): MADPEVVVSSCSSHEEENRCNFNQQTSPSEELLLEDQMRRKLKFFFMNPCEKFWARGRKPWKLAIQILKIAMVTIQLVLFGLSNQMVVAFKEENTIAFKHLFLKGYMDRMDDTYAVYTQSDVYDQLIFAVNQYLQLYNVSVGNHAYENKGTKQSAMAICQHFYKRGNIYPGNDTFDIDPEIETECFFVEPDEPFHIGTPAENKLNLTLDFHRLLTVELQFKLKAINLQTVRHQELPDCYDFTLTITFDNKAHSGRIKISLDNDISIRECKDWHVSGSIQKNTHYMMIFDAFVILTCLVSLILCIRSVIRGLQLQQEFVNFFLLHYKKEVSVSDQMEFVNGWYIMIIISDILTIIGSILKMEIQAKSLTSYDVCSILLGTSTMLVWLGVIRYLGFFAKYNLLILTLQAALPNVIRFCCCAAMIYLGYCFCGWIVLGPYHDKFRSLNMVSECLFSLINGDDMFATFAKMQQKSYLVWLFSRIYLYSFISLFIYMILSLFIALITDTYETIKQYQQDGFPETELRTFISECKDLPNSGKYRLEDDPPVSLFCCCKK
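Test system: HEK293 cells stably carrying human TRPML3-YFP; Doses: single dose, 3 µM final nominal compound, 0.3% DMSO final; Schedule: dye loading 1 h 37 °C then 30 min ambient, 125 s read; Technique: Fluo-8 calcium fluorescence; Benchmarks: high control carbachol 87 µM, low control DMSO.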
TNF necrop inh – inhibitors of TNF-alpha triggered necroptosis, primary screen, cell-based, Jurkat FADD-/-, single concentration; activation (protection from cell death), % at 10 µM; hit rate 0.068% among 220,000; Jurkat FADD-/- TNF necroptosis rescue, ATP luminescence, 24 h; 0 = TNF only, 100 = no-TNF cells;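 active means activation, meaning protection from cell death, of at least 50% relative to plate controls; inactive means activation below 50%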;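 further: necroptosis triggered by 40 ng/mL TNF-alpha added together with compound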
p47phox inh – p47phox/p22phox peptide binding inhibitors, primary screen, biochemical, uHTS, NADPH oxidase regulatory subunit; inhibition, % at 24.7 µM; hit rate 0.53% among 220,000; Neutrophil cytosol factor 1 (Homo sapiens), P14598; AID 1274, 2008; fluorescence polarization, 2 h;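 active means inhibition above about 30%, limit read from the data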;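 further: 0% = p47phox with labelled peptide and 100% = labelled peptide alone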
Target sequence (P14598 whole entry, looked up): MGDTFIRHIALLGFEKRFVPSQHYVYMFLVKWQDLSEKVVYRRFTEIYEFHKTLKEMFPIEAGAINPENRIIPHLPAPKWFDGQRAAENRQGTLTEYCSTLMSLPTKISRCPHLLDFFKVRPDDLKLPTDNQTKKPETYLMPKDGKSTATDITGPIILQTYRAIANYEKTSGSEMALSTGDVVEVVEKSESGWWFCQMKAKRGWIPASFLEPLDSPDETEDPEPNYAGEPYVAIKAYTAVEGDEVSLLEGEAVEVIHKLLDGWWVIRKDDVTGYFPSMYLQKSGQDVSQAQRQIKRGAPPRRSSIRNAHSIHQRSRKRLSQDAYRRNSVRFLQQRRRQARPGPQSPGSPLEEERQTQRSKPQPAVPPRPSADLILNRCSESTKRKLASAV
zfTRPN1 agonist – zebrafish TRPN1 channel agonists, primary screen, cell-based, HEK293, calcium fluorescence. transient receptor potential cation channel N1 (TRPN1/NompC), Danio rerio. HEK293 zebrafish TRPN1-YFP, Fluo-8 calcium fluorescence; 100% = response to 87 µM carbachol. hit rate 0.18% among 220,000. activation, % at 3 µM;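 active means activation above its plate's cutoff, the mean activation of test wells on that plate plus 3 SD, cut at about 19% in these data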;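 further: 0% = DMSO alone and 100% = 87 µM carbachol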
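Assay system: Zebrafish TRPN1-YFP in HEK293 cells | Incubation: Dye loading 1 h at 37 °C, then 30 min room temperature | Measured by: Kinetic Fluo-8 fluorescence, ex 470-495, em 515-575 nm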
PPC-1+TRAIL kill – compounds killing PPC-1 cancer cells with TRAIL present, primary screen, TRAIL potentiator project, ATPLite luminescence, uHTS. PPC-1 cells + TRAIL, ATPLite viability luminescence. cell killing (% activity), % at 4 µM. hit rate 0.41% among 220,000. AID 1443, 2008;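 active means cell killing above 50% in the first pass at 4 µM, then a duplicate retest at 5 µM averaging 50% or more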;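 further: plate controls were cells with TRAIL plus DMSO for no effect and medium-only wells lacking cells for full effect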
EBV gp42 block – Epstein-Barr virus gp42 inhibitors, primary screen, biochemical, uHTS, fluorescence polarization; Glycoprotein 42 (Epstein-Barr virus (strain AG876)), Q1HVG2; Fluorescence polarization binding assay, mP read-out; inhibition, % (tested at 21.74 µM); hit rate 0.42% among 220,000; in the data active means inhibition above about 50%
MDM2 E3 inh – MDM2-luciferase reporter signal enhancers, primary screen, MDM2 E3 ligase inhibitor project, cell-based, luminescence, 1536-well | E3 ubiquitin-protein ligase Mdm2 (Homo sapiens), Q00987 | cell-based MDM2 ubiquitination luciferase reporter, 2 h; 0 = plate control, 100 = twice control, blank-subtracted | signal enhancement, % at 5 µM | hit rate 0.11% among 210,000 | AID 1230, 2008;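 active means signal enhancement of 30% or more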;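 further: luminescence tracks abundance of the self-degrading MDM2-luciferase fusion protein; higher signal means inhibition of MDM2 E3 ligase activity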
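system = mammalian cells stably expressing self-ubiquitinating, self-degrading MDM2 E3–luciferase fusion | quantity = 2000 cells per well seeded | incubation = 4 h cell settling then 2 h compound exposure, 37 °C | signal = SteadyLite luminescence, 15 min reagent step | benchmarks = plate control and blank wells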
CHOP inh – inhibitors of CHOP promoter induction, primary screen, cell-based, unfolded protein response, luciferase reporter; CHO-K1 CHOP-promoter luciferase, tunicamycin-induced, 15-18 h; inhibition, % at 10 µM; hit rate 3.8% among 220,000; AID 2732, 2010;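 active means compounds that reduced the stress-induced luciferase reporter signal by more than about 70% of percent inhibition, limit read from the data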;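 further: 0% = tunicamycin plus vehicle and 100% = wells without tunicamycin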
Active calls of the source: *; x = not tested or not shown.

Sequence of screens – Runt-SMMHC FRET	TRPML3 ag	TNF necrop inh	p47phox inh	zfTRPN1 agonist	PPC-1+TRAIL kill	EBV gp42 block	MDM2 E3 inh	CHOP inh
> COc1ccc(/C=C/C(=O)NCC(=O)N/N=C/c2ccc(OC)cc2)cc1
→ 2	0.5	0.0	1	0.0	-3	-2	-3	16
> COc1ccccc1CN1C(=O)C(=O)N(Cc2cccc(C)c2)C1=O
→ -4	-1.1	0.3	-1	-3.0	19	-10	-6	-5
> CN1C(=O)CC(N2CCC(c3nc4ccccc4[nH]3)CC2)C1=O (configuration not stated)
→ 0	-0.1	0.6	2	0.0	5	-4	-9	5
> CC1CCCCC1NC(=O)CSCC(=O)O (configuration not stated)
→ 1	1.0	0.9	-4	0.8	-13	-15	0	19
> Cc1ccc(C)c(NC(=O)CN(C)C(=O)c2nn(C)c(=O)c3ccccc23)c1
→ 0	1.2	0.2	-4	1.1	3	-9	21	6
> Cc1ncc(CO)c(/C=N/NC(=O)c2cc3c(s2)CCCC3)c1O
→ 92*	1.2	-7.9	-5	2.7	19	12	-2	58
> O=C1c2ccccc2C(O)(c2ccccc2)N1C1CC1 (configuration not stated)
→ 0	0.1	-0.7	0	-0.6	15	-6	-4	9
> O=C(COC(=O)C1CCC(=O)N1)Nc1ccc(Oc2ccccc2)cc1 (configuration not stated)
→ 1	0.5	0.2	-3	-0.9	3	0	-17	-18
> O=C(Nc1cccc(F)c1)c1ccc(-c2ccccc2Cl)o1
→ 0	-0.3	1.0	-33	0.5	8	-14	x	-7
> O=C(NCc1ccco1)/C(=C/C=C/c1ccccc1)NC(=O)c1ccco1
→ 1	-0.1	-1.4	-7	0.7	-9	-10	5	16
> O=C(NNC(=O)c1ccccc1-n1cccc1)c1ccc(Cl)c(Cl)c1
→ 0	-0.9	-1.0	-9	-0.6	0	-26	-11	-1
> Cc1ccc(-n2cccc2/C=C2\C(=N)N3N=C(c4ccco4)SC3=NC2=O)cc1
→ -56	-0.1	0.6	-81	0.5	8	67*	3	-1
> COc1ccccc1NS(=O)(=O)c1ccc(NC(=O)c2nc3nc(C)cc(C(F)F)n3n2)cc1
→ -1	0.5	-0.1	-4	-1.1	24	2	-1	-14
> CC1(C(=O)NCc2ccc(F)cc2)Oc2ccccc2NC1=O (configuration not stated)
→ -4	0.9	2.9	5	1.4	38	-13	-9	-4
> O=C1c2cccnc2C(Nc2ccccc2Br)N1Cc1ccco1 (configuration not stated)
→ 6	0.2	-0.3	-8	0.4	2	3	-8	-7

Results in CHOP inh and Runt-SMMHC FRET, for some of the entries so far:
| compound | CHOP inh | Runt-SMMHC FRET |
| --- | --- | --- |
| O=C(NNC(=O)c1ccccc1-n1cccc1)c1ccc(Cl)c(Cl)c1 | -1 | 0 |
| Cc1ccc(-n2cccc2/C=C2\C(=N)N3N=C(c4ccco4)SC3=NC2=O)cc1 | -1 | -56 |
| COc1ccccc1NS(=O)(=O)c1ccc(NC(=O)c2nc3nc(C)cc(C(F)F)n3n2)cc1 | -14 | -1 |
| CC1(C(=O)NCc2ccc(F)cc2)Oc2ccccc2NC1=O (configuration not stated) | -4 | -4 |

Next results follow:
Sequence of screens – Runt-SMMHC FRET	TRPML3 ag	TNF necrop inh	p47phox inh	zfTRPN1 agonist	PPC-1+TRAIL kill	EBV gp42 block	MDM2 E3 inh	CHOP inh
> COc1ccc(C2CC(=O)Nc3sc(=N)c4c(N)c(C#N)c(N)nc4c32)cc1OC (configuration not stated)
→ 2	-0.2	-6.0	-39	1.1	20	-2	-15	23
> COc1ccc2nc(Cl)cc(Cl)c2c1
→ -3	1.3	2.7	-3	2.4	14	-24	-1	-11
> Cc1ccc(NC(=O)c2cc(NC(=O)c3ccco3)ccc2N2CCOCC2)cc1Cl
→ -4	-0.1	3.2	-4	-0.4	2	-5	-12	-19
> CC(N=c1ccccn1C(=O)Nc1ccc(F)cc1)c1ccco1 (configuration not stated)
→ 2	0.7	0.8	0	0.8	3	-13	-13	19
> CCOc1ccc(C2C(C(=O)c3ccc(C)o3)=C(O)C(=O)N2CCCN(CC)CC)cc1 (configuration not stated)
→ 0	0.6	2.4	-3	2.0	7	-12	x	-15
> O=C(NC1CCCC1)C(c1cccs1)N(Cc1ccco1)C(=O)Cn1nnc(-c2cccs2)n1 (configuration not stated)
→ 2	-0.1	-1.1	-14	-1.4	20	-9	-12	56
> O=C(CCOc1ccccc1)Nc1cccc(S(=O)(=O)Nc2ccccc2Cl)c1
→ 1	-0.3	4.5	-9	-1.4	18	-3	8	31
> COc1cc2c(cc1OC)C(c1ccc(Cl)cc1)=NCC2
→ -4	0.2	1.0	-4	-0.7	5	-9	-8	13
> CC1=C(C(=O)Nc2ccccc2)C(c2ccc(C)o2)N2C(=O)CSC2=N1 (configuration not stated)
→ 3	-0.2	-4.3	-6	0.1	3	-6	-6	-10
> CN(C1CCS(=O)(=O)C1)S(=O)(=O)c1ccccc1[N+](=O)[O-] (configuration not stated)
→ 0	1.2	1.0	-2	-0.1	6	1	-6	12
> COc1ccc(C2C(C(=O)c3ccc(C)o3)=C(O)C(=O)N2c2cc(C)on2)cc1OC (configuration not stated)
→ -3	1.0	-1.1	1	0.6	-6	-11	-8	12
> CCNc1nc(NCc2ccccc2)nc(SCC(=O)Nc2ccccc2)n1
→ 2	-1.1	1.8	-12	-2.2	13	4	-11	27
> CN(C)C(=O)N1CCCC(C(=O)NCc2ccccc2Cl)C1 (configuration not stated)
→ 4	0.9	0.6	x	-0.3	-12	x	-5	x
> NS(=O)(=O)c1ccc(NC(=S)N2CCN(Cc3ccc(Cl)c(Cl)c3)CC2)cc1
→ -2	0.6	2.4	-4	2.0	8	1	-12	32
> O=C1CC(c2ccc(S(=O)(=O)N3CCCCC3)cc2)CN1 (configuration not stated)
→ -2	-0.5	-0.8	-3	-0.4	1	-3	-14	46

Random excerpt: two records from the list, in no set order.
Sequence of screens – Runt-SMMHC FRET	TRPML3 ag	TNF necrop inh	p47phox inh	zfTRPN1 agonist	PPC-1+TRAIL kill	EBV gp42 block	MDM2 E3 inh	CHOP inh
> COc1ccc(C2C(C(=O)c3ccc(C)o3)=C(O)C(=O)N2c2cc(C)on2)cc1OC (configuration not stated)
→ -3	1.0	-1.1	1	0.6	-6	-11	-8	12
> O=C1c2ccccc2C(O)(c2ccccc2)N1C1CC1 (configuration not stated)
→ 0	0.1	-0.7	0	-0.6	15	-6	-4	9

(cont.)
Molecule,Runt-SMMHC FRET,TRPML3 ag,TNF necrop inh,p47phox inh,zfTRPN1 agonist,PPC-1+TRAIL kill,EBV gp42 block,MDM2 E3 inh,CHOP inh
CCCCN(C)C(=O)C1CCN(C/C(C)=C/c2ccccc2)CC1,0,0.4,-0.1,-11,0.5,7,-14,-11,16
O=C(/C=C/c1ccc2c(c1)OCO2)N1CCN(c2ccc(Cl)cc2)CC1,-9,1.1,1.0,-3,-0.3,18,-16,9,10
O=C(Nc1cccc2ncccc12)C12CC3CC(CC(C3)C1)C2,3,0.2,-1.4,-3,0.5,32,-11,-10,14
Cc1cc(C)n(Cc2ccc(C(=O)NCCC3=CCCCC3)o2)n1,8,-2.2,0.2,-8,-2.8,8,0,12,69
Cc1ccc(NC(=S)NC2CCN(Cc3ccccc3)CC2)c(C)c1,3,1.3,-5.8,-4,1.3,11,-20,-8,-14
O=C(CN1C(=O)C2C3C=CC(C3)C2C1=O)N1CC(=O)N(CCc2ccccc2)C(=O)C1 (configuration not stated),2,-0.8,1.1,-15,0.1,3,-10,-11,74*
Cc1cccc2c(=O)cc(C)n(Cc3ccccc3)c12,1,0.9,1.5,1,-2.2,7,-10,-11,31
CCC(C)N1C(=O)CN(C2CCCCCC2)C(=O)C1c1ccccc1F (configuration not stated),0,-0.3,-0.3,1,-0.2,28,-4,-6,-19
COc1ccc2c(c1)OC1=C(C(=O)CCC1)C2C1=C(O)CCCC1=O (configuration not stated),6,0.5,-1.1,-1,-0.3,2,2,-6,4
O=C(Cc1ccc(Cl)cc1)Nc1ccc2oc(-c3ccncc3)nc2c1,-2,0.9,-0.8,-47,-0.5,18,-8,-11,43
CN1C(=O)C(CC(=O)Nc2ccc(F)cc2)N(Cc2cccs2)C1=S (configuration not stated),-4,0.8,5.6,-1,2.4,10,-12,-5,13
NC(=O)COC(=O)c1cc(S(=O)(=O)N2CCN(c3ccccc3)CC2)ccc1Cl,-13,0.7,0.5,-7,0.3,12,-3,4,1
COC(=O)Nc1nc(-c2ccc(F)cc2)c(C)s1,2,-1.1,23,-12,-2.6,-5,-17,-11,4
C(=N\Nc1nc2ccccc2[nH]1)/c1c[nH]c2ccccc12,4,0.5,34,-20,1.0,-17,8,0,-38
Cc1ccc(Cl)c(OCC(O)CN(CCO)CCO)c1 (configuration not stated),4,-0.1,-1.4,2,0.0,16,-6,-12,-8
COc1ccccc1CNC(=O)C(NS(=O)(=O)c1cccc2nsnc12)C(C)C (configuration not stated),-1,0.6,1.7,1,-0.7,2,-3,-22,7
CNc1ccc(Br)cc(C(=O)/C=C/c2cccc(OC)c2)c1=O,-9,0.8,-14,-6,-0.5,21,9,6,-69
CCOc1ccc(/C(C)=N/NC(=O)C(OC)c2ccccc2)cc1 (configuration not stated),2,1.1,0.9,7,0.1,-16,-4,-20,10
CC1CCN(C(=O)Cn2c(SCC(=O)Nc3nccs3)nc3ccccc32)CC1,-1,0.2,-1.2,-7,-0.2,7,-14,-14,-14
COc1ccc(OC)c(NC(=O)c2nc(-c3ccccc3)oc2C)c1,-4,1.4,1.2,7,1.9,2,1,-9,-3
O=C(Oc1ccccc1)c1cc2ccccc2o1,0,0.2,-0.3,-12,0.1,39,-15,15,-41
